Bioassay records (PubChem)
LDHA inh – qHTS assay for inhibitors of human lactate dehydrogenase | purified LDHA, NADH/diaphorase-resazurin fluorescence; active compounds read low | activity change, % (values are at about 110 or 230 µM) | 480,000 tested, 0.15% active | L-lactate dehydrogenase A chain (Homo sapiens), P00338; in the data active = activity change below about -30%; inconclusive = mostly about -25% to -30%;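 also: plate controls were DMSO wells for no effect and wells without enzyme for full effect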
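Human LDH5 (2 nM) was incubated with 0.06 mM NADH and 0.2 mM pyruvate for 5 min at room temperature in Tris pH 7.4. Remaining NADH was coupled through diaphorase/resazurin, and resorufin fluorescence was read at 0 and 20 min.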
POLH inh – qHTS for Inhibitors of Polymerase Eta; Potency, µM (top dose mostly 114 µM), for the others: at the highest dose activity change, negative = inhibition, hits mostly inhibitors; AID 588591, 2011; DNA polymerase eta (Homo sapiens), Q9Y253; 390,000 tested, 1.2% active; recombinant Pol eta, fluorescent DNA replication assay; also: potency is read from the fitted curve at half-maximal effect; % is scaled to controls: 0 for no effect and ±100 for the full control effect
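Pol eta at 10 nM preincubated with compounds 15 min at room temperature; reaction started with fluorescent substrate (50 nM final) and read kinetically at 0 and 10 min.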
RGS4 inh – Inhibitors of Regulator of G Protein Signaling (RGS) 4: qHTS. Potency, µM (highest dose often 114 µM), for the others: at the highest dose activity change, negative = inhibition, usual class: inhibitors. Transcreener GDP fluorescence polarization, RGS4-accelerated GTP hydrolysis. Regulator of G-protein signaling 4 (Homo sapiens), P49798. AID 504845, 2011. 390,000 tested, 0.039% active; also: potency is read from the fitted curve at half-maximal effect; % is scaled to controls: 0 for no effect and ±100 for the full control effect; nearly all actives have a fitted effect of over 75% in size; some results filed as inactive show a strong effect at the top dose
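MLSMR compounds (23 nl, pin-transferred) preincubated 10 min at room temperature with a 500nM (2x) first reagent, then RGS4 at 900nM (2x) plus Transcreener GDP mix added; fluorescence polarization (620/688 nm) read before and after 90 min at 30 °C.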
Pol beta inh – qHTS Assay for Inhibitors of DNA Polymerase Beta; P06746; Pol beta primer extension/strand displacement, fluorescence kinetic; Potency, µM (highest dose often 114 µM), for the others: at the highest dose activity change, negative = inhibition, most hits filed as inhibitors; 340,000 tested, 1.3% active; AID 485314, 2010; also: potency is read from the fitted curve at half-maximal effect; % is scaled to controls: 0 for no effect and ±100 for the full control effect
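Homogeneous kinetic assay of primer extension and strand displacement by 10 nM Pol beta, preincubated 15 min at room temperature with compound before 50 nM substrate (final) was added. Read at 0 and 10 min; four-parameter Hill fit.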
ERG-DNA inh – qHTS for Small Molecule Inhibitors of the ERG Ets/DNA interaction; Transcriptional regulator ERG (Homo sapiens), P11308; fluorescence polarization, His-ERG Ets domain / labelled DNA; Potency, µM (doses to about 76.9 µM), for inactives: top-dose FP activity, negative = inhibition, hits mostly inhibitors; 370,000 tested, 0.028% active; active = well fitted inhibition curve with a large enough effect in the polarisation, with a control signal flat; inconclusive = small, poorly fitted or top-dose-only effect, or effect the other way, or a change in a side signal; inactive = no such curve, though single readings can be large or run the other way; the % refers to the polarisation;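 also: polarization taken with two DNA probes labelled with fluorescein and Texas red; potency is read from the fitted curve at half-maximal effect; % of control where 0% means no effect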
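His-tagged ERG Ets domain (1 uM in the protein solution; 300mM KCl, 50mM Tris-HCl, 1mM EDTA, 1mM DTT, pH 7.5) received compound, then a probe mix of 5 nM fluorescein-DNA and 100nM Texas-615-DNA. Fluorescence polarization was read for both dyes.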
ALOX12 inh – Primary qHTS assay for inhibitors of human arachidonate 12S-lipoxygenase (ALOX12): Round 2; purified 12hLO, xylenol orange hydroperoxide absorbance; AID 1671190, 2021; Potency, µM (doses to about 108 µM), for inactives: top-dose activity change, negative = inhibition, most hits filed as inhibitors; 580,000 tested, 1.1% active; Polyunsaturated fatty acid lipoxygenase ALOX12 (Homo sapiens), P18054; also: potency is read from the fitted curve at half-maximal effect; % is scaled to controls: 0 for no effect and ±100 for the full control effect
Target sequence (P18054 whole entry, looked up): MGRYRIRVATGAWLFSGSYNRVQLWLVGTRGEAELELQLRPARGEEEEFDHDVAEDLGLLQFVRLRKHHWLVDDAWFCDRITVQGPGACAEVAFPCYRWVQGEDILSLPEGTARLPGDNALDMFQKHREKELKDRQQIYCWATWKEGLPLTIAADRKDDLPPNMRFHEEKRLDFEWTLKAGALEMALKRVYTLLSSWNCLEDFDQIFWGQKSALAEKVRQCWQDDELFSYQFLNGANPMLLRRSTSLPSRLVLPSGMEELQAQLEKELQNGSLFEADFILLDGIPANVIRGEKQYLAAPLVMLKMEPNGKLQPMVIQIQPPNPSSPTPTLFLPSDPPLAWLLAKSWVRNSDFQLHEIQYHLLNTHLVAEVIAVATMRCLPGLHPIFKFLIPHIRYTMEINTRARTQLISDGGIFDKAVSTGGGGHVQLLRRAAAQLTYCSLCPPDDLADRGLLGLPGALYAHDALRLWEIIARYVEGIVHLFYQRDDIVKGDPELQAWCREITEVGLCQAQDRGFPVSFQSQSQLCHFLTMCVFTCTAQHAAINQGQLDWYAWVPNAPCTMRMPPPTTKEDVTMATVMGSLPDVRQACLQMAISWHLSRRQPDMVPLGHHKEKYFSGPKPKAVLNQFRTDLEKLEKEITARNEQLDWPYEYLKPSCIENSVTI
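Purified human 12hLO (150 nM final) in 25 mM Hepes, 0.01% Triton X-100, pH 7.0 was preincubated 15 min at room temperature with compound. Then 40 uM arachidonic acid was added, 30 min. Hydroperoxide was read by Fe-XO absorbance ratio 573/405 nm.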
Apoferritin bind – qHTS Assay for Identification of Novel General Anesthetics; Potency, µM (highest dose often 77.5 µM), for inactives: at the highest dose activity change, negative = displacement, usual class: inhibitors; apoferritin/1-aminoanthracene competitive binding, fluorescence; 350,000 tested, 0.074% active; Ferritin light chain (Equus caballus), P02791; also: potency is read from the fitted curve at half-maximal effect; % is scaled to controls: 0 for no effect and ±100 for the full control effect; nearly all actives have a fitted effect of over 20% in size
Target sequence (P02791 2-175 limits assumed): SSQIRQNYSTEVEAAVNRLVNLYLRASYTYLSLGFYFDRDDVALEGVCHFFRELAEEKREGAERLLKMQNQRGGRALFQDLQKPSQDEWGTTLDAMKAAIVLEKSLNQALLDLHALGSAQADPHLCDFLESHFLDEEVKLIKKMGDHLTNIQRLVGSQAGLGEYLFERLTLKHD
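Horse-spleen apoferritin (10 uM) was mixed with 50% saturated 1-aminoanthracene in PBS, exposed to compounds for 10 min at room temperature, and read for fluorescence (ex 380 nm, em 535 nm). Competitive displacement was fitted with a four-parameter Hill equation.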
APE1 inh – qHTS Assay for Inhibitors of the Human Apurinic/apyrimidinic Endonuclease 1 (APE1); DNA repair nuclease/redox regulator APEX1 (Homo sapiens), P27695; recombinant APE1, TAMRA/BHQ-2 abasic DNA cleavage fluorescence; Potency, µM (titrated, usually from 65.8 µM), for inactives: at the highest dose activity change, negative = inhibition, actives largely listed as inhibitors; 350,000 tested, 0.35% active; AID 2517, 2012;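 also: potency is read from the fitted curve at half-maximal effect; plate controls were vehicle for no effect and reference inhibitor for full effect; nearly all actives have a fitted effect of over 55% in size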
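Readout is kinetic fluorescence (ex 525, em 598 nm) from cleavage of 50 nM TAMRA/BHQ-2 THF abasic duplex by 0.75 nM APE1, compound added 15 min beforehand at RT.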
POLK inh – qHTS for Inhibitors of Polymerase Kappa; DNA polymerase kappa (Homo sapiens), Q9UBT6; purified Pol kappa, fluorescent DNA synthesis assay, 10 min; Potency, µM (top dose mostly 107 µM), for inactives: top-dose activity, negative = inhibition, usual class: inhibitors; 400,000 tested, 0.53% active; AID 588579, 2011; also: potency is read from the fitted curve at half-maximal effect; % is scaled to controls: 0 for no effect and ±100 for the full control effect
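Inhibition of 10 nM Pol kappa is measured by a fluorescent read-out at 0 and 10 min following addition of 50 nM substrate (final), with a 15-min room-temperature compound preincubation.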
Active calls of the source: *; ? = inconclusive; . = no result given; & = joins results of further samples; [ ] = remark or other dose. Unless noted, calls follow the shape of the dose curve; as a rule, active = well fitted curve in the direction sought with a large enough effect; inconclusive = small, poorly fitted or top-dose-only effect, or another doubt; inactive = no such curve, though single readings can be large; an effect the other way counts as inactive or inconclusive. This is a subset, so the mix of outcomes need not match the whole.

SMILES	LDHA inh	POLH inh	RGS4 inh	Pol beta inh	ERG-DNA inh	ALOX12 inh	Apoferritin bind	APE1 inh	POLK inh
Cc1[nH]c2ccc(OC(F)(F)F)cc2c1CCN1C(=O)c2ccc(C(=O)O)cc2C1=O	-5	-5%	-19%[56.9 µM]	-7%	8%	-10%	-7%	1%	-14%
CCOC(=O)c1ccc2c(c1)C1C=CCC1C(C(=O)OCC)N2 (centres undefined)	2	?	?	?	6%	?	?	11%	-23%
COCCn1c(-c2ccc(OC)c(OC)c2)nc2ccccc21	-7	-17%	-3%	-2%	-4%	3%	7%	1%	0%
CC(C)c1nnc(NC(=O)c2cnccn2)s1	2	-3%	3%	-1%	-7%	-10%	-10%	5%	-22%
Cc1cc(C(=O)N/N=C/c2ccccn2)c2ccccc2n1	-1	-11%	-7%	3%	7%	-1%	2%	20%	-6%
O=C(O)/C(=C\c1ccc(Cl)cc1)c1ccc(F)cc1	-9	-30%	-19%	-6%	3%	-9%	-8%	2%	-1%
Cc1ccc(S(=O)(=O)c2c(N)n(NC(=O)c3ccco3)c3nc4ccccc4nc23)cc1	4	-7%	-4%	22%	9%	?	0%	9%	-9%
COc1ccccc1N1CCN(/N=C/c2cc([N+](=O)[O-])ccc2Cl)CC1	1	-11%	-21%	33%	-4%	-4%	-11%	-2%	15%
CC(=O)Nc1ccc(C(=O)CSc2ncn(-c3ccccc3)n2)cc1	-2	-6%	-7%	-19%	-4%	?	2%	-4%	5%
CCOc1ccc(S(=O)(=O)Nc2nc3ccccc3nc2N2CCN(C)CC2)cc1	-1	-12%	-8%	5%	-11%	0%	-3%	-5%	-18%
COc1cc(NC(=O)Cn2c(=O)n(Cc3ccco3)c(=O)c3sc4ccccc4c32)cc(OC)c1	-1	0%	-33%	47%[activator]	2%	-21%	3%	.	5%
COc1ccc(NC(=O)CN2C(=O)C(=O)c3ccccc32)c(OC)c1	21	-16%	4%	16%	1%	-5%	5%	.	0%
Cc1cccc(C)c1OCC(N)C(C)C (centres undefined)	-13	-18%	?	-13%[57.1 µM]	8%	?	.	24%&-3%	5%[60.1 µM]
Cc1cccc(NC(=O)C2CCCN(S(=O)(=O)c3ccc(-n4cnnn4)cc3)C2)c1 (centres undefined)	-14	-2%	11%	31%	-3%	10%	-21%	-1%	-5%
CC1=C(C(=O)Nc2cc(Cl)ccc2C)C(c2cccs2)n2ncnc2N1 (centres undefined)	4	-13%	-11%	1%	-1%	-21%	1%	.	-3%[60.1 µM]
COc1ccccc1Oc1ccc(NC(=O)c2ccc(Cl)cc2)cc1	-14	-17%	1%[11.4 µM]	15%	7%	-2%	0%	4%	-10%[60.1 µM]
CC(=O)N1CCc2c(sc3c2c(=O)n(-c2ccccc2)c(=O)n3CC(=O)c2ccc(Cl)cc2)C1	0	-18%	13%	12%	-7%	-21%	-8%	.	-1%
O=C(NNS(=O)(=O)c1ccc(Cl)cc1)c1cc(-c2ccccc2)n[nH]1	-2	-5%	28%	2%	7%	-20%	-7%	-4%	-15%
COc1ccc(CCNC(=O)CC2SC(=NCCc3ccccc3)NC2=O)cc1OC (centres undefined)	-7	0%	-11%	5%	0%	-3%	-11%	-5%	-8%
N#CCN1CCC(c2cc(-c3ccco3)n[nH]2)CC1	0	13%	-24%	1%	-10%	-1%	-19%	-4%	-9%
CCOC(=O)N1CCN(C(=O)C2CCCN(Cc3nc(-c4ccc(Cl)cc4)oc3C)C2)CC1 (centres undefined)	1	-11%	-1%	12%	3%	5%[57.4 µM]	-10%	-1%	15%
COc1cccc(N2CCN(C3OC(=O)c4ccccc43)CC2)c1 (centres undefined)	5	3%	1%	?	-15%	54%	1%	-1%	-1%
C#CCOC(=O)Nc1cc(C)n(-c2ccccc2)n1	-3	-1%	36%	4%	-4%	1%	-1%	-2%	-13%
CCOC(=O)c1ccc2[nH]c3c(c2c1)CCCC3C(=O)OCC (centres undefined)	0	?	-13%	1%	-7%	0%	-20%	0%	-14%
CC(C)(C)c1nn(-c2ccccc2)c2[nH]c(=O)c(CNCc3ccc4c(c3)OCO4)cc12	-9	-15%	19%	2%	.	11%	42%[activator]	?	-10%[60.1 µM]
SMILES	LDHA inh	POLH inh	RGS4 inh	Pol beta inh	ERG-DNA inh	ALOX12 inh	Apoferritin bind	APE1 inh	POLK inh
Cc1ccc(NC(=O)CCC2CC(C)(C)OC2=O)cc1 (centres undefined)	1	-16%	-4%	24%	10%	1%	-3%	2%	-4%
Cc1ccccc1Cn1c(SCc2ccc(C(=O)N3CCCCC3)cc2)nc2ccncc21	1	-11%	-1%	12%	-2%	-8%	-3%	.	3%
Cc1c(NC(=O)CN2CCN(c3ccc(O)cc3)CC2)c(=O)n(-c2ccccc2)n1C	16	8%	-45%	?	-2%	-15%	-8%	-4%	-14%
CN1CCN(c2nc3c(c(=O)[nH]c(=O)n3C)n2CCOc2ccccc2)CC1	-8	-1%	34%	0%	-7%	0%	-1%	8%	-5%
Cc1ccccc1NC(=O)C1CCC(C)(C(=O)O)C1(C)C (centres undefined)	-5	-9%	-1%	5%	0%	321%[activator]	-7%	-2%	-11%
CCOC(=O)c1ccc(-n2c(C)nc3c(cnn3-c3ccccc3Cl)c2=O)cc1	-20	-8%	2%	?	0%	-6%	-11%	0%	-19%
Cc1c(O)ccc2c(CC(=O)N[C@@H](Cc3c[nH]c4ccccc34)C(=O)O)cc(=O)oc12	0	-9%	8%	27%	-19%	7%	107%[activator]	13%	1%
Cc1oc(-c2ccccc2Cl)nc1CN1CCCCC1c1cccnc1 (centres undefined)	2	1%	-3%	-1%	8%	1%	-17%	2%	14%
CC(=O)Nc1nonc1NC(=O)CSC1=NCCS1	0	12%	8%	10%	-4%	?	-10%	7%	7%
Cc1ccc(C)c(N2CCN(C(=O)CN3C(=S)NC(C)(C)CC3C)CC2)c1 (centres undefined)	-1	-11%	-15%	-2%	6%	-20%	-10%	2%	-10%
O=C(NC1C=CS(=O)(=O)C1)c1ccccc1 (centres undefined)	-2	-8%	-6%	4%	15%	5%	0%	-3%	7%
CCOCCCNc1ccc(-c2ccccc2)nn1	0	-2%	-8%	8%	0%	8%	-4%	0%	-9%
CCc1nnc(NS(=O)(=O)c2ccc(N=Cc3c(C)[nH]n(-c4ccc(C)cc4)c3=O)cc2)s1	4	-22%	-6%	2%	.	-17%	?	-4%	-2%
O=C(Nc1ccccc1C(=O)OCc1nnc(-c2ccccc2)o1)c1ccco1	-13	-3%	21%	-11%	-3%	-1%	-12%	-5%	-8%
Cc1ccc(C)c(N2CCN(S(=O)(=O)c3ccc4c(c3)NC(=O)CO4)CC2)c1	0	-13%	3%[56.9 µM]	?	0%	-19%	-1%	-9%	-11%
